# M18AAP inhibitor: PfM18AAP inhibitors, malaria aminopeptidase, primary screen, biochemical, QFRET, recombinant enzyme; M18 aspartyl aminopeptidase (Plasmodium falciparum 3D7); H-Glu-NHMec fluorogenic cleavage; inhibition, % at 7.35 µM; 290,000 compounds, 1.2% hits; AID 1822, 2009;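 active = inhibition above the campaign mean inhibition over all tested compounds plus 3 SD, cut at about 28% in these data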;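 note: 0% = plate median of test compound wells and 100% = 2 mM ZnCl2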
# OXTR agonist: human OXTR agonists, primary screen, fluorescence, CHO-OTR cells, Fluo-8 calcium; Oxytocin receptor (Homo sapiens), P30559; Fluo-8 calcium fluorescence; normalized: DMSO 0%, oxytocin 100%; activation, % at 3 µM; 320,000 compounds, 0.32% hits; AID 2435, 2010;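 active = activation above the mean of all tested compounds plus 3 SD, cutoff set per screening run, cut at about 20% in these data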;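 note: peak over basal fluorescence ratio from a 100 s FLIPR kinetic read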
# Target sequence (P30559 whole entry, looked up): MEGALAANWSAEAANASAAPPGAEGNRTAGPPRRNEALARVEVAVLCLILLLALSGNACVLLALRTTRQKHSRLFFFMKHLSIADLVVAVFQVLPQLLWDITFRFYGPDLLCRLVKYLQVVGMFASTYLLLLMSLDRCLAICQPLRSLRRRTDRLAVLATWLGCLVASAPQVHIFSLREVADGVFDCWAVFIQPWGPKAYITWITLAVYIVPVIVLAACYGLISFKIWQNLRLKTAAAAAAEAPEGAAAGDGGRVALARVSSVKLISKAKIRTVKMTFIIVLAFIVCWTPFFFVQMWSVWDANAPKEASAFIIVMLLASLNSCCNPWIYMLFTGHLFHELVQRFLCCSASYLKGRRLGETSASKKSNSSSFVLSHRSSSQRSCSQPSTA
# MEKK3 PB1 HTS: modulators of MEKK3-MEK5 PB1 binding, primary screen, biochemical, wildtype MEKK3, multiplex bead flow cytometry, Alexa488-MEK5; Mitogen-activated protein kinase kinase kinase 3 (Homo sapiens), Q99759; bead-based flow cytometry, Alexa488-MEK5 binding to MEKK3; actives lie on both sides; 0 = blocked by unlabeled MEK5, 100 = vehicle; binding response (% of control), % at 10 µM; 290,000 compounds, 1.4% hits;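 active = binding response more than 3 SD above or below the average of its plate-row segment, actives on both sides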;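 note: Alexa488 bead fluorescence after subtracting the streptavidin-only scavenger bead signal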
# PHOSPHO1 block: PubChem AID 1565. inhibition, % at 13.3 µM. Phosphoethanolamine/phosphocholine phosphatase (Homo sapiens), Q8TCT1. recombinant PHOSPHO1, absorbance phosphatase assay. 290,000 compounds, 1.1% hits; in the data active = inhibition above about 60%
# Target sequence (Q8TCT1 whole entry, looked up): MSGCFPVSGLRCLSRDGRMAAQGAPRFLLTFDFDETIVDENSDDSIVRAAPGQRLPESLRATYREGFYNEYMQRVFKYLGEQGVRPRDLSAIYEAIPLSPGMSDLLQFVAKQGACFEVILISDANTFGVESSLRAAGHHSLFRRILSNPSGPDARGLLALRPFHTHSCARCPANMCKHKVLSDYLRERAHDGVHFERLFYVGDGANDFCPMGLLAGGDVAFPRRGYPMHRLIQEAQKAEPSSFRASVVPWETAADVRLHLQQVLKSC
# NALP1 yeast inh: NALP1 inflammasome inhibitors in reconstituted yeast, colorimetric, S. cerevisiae, triplicate retest | 280,000 compounds, 0.61% hits | S. cerevisiae NALP1/ASC/caspase-1 growth, X-gal OD620, 72 h | inhibition, % at 10 µM; in the data active = inhibition mostly above about 24%, no sharp cut-off; inactive = mostly below about 32%; note: some compounds called inactive have numbers as strong as hits
# MEKK2 mut-MEK5: MEK5 binding signal on mutant MEKK2 PB1, primary screen, biochemical, multiplex bead flow cytometry, Alexa488-MEK5 | percent response, % at 10 µM | 290,000 compounds, 0.35% hits | Alexa488-MEK5 binding to MEKK2 mutant; in the data active = percent response above about 24%, passing the limit was not always enough; note: inactives centre near 1; some results filed as inactive read as strong as hits; reference of the scale not given here
# MEKK2wt PB1 HTS: modulators of MEK5 binding to wildtype MEKK2, primary screen, biochemical, multiplex bead flow cytometry, Alexa488-MEK5; Mitogen-activated protein kinase kinase kinase 2 (Homo sapiens), Q9Y2U5; Alexa488-MEK5 binding to MEKK2 WT; actives lie on both sides; binding response (% of control), % at 10 µM; AID 1531, 2009; 290,000 compounds, 1.1% hits; in the data active = binding response below about 67% or above about 130%
# DNA FID counter: compounds displacing fluorescent DNA intercalator, primary screen, artefact control for HCV NS3 helicase inhibitor project, biochemical, FID fluorescence; DNA fluorescent intercalator displacement; inhibition, % at 7.9 µM; 290,000 compounds, 0.17% hits; in the data active = inhibition above about 37%;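 note: 0% = vehicle and 100% = reference compound; higher means more ethidium bromide displaced from hairpin DNA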
# GPR7 antagonist: GPR7 receptor antagonists, primary screen, cell-based, fluorescence, single concentration; Neuropeptides B/W receptor type 1 (Homo sapiens), P48145; GPR7-expressing cells, fluorescence antagonist assay; inhibition, % at 4.4 µM; 290,000 compounds, 1.1% hits; AID 1861, 2009; in the data active = inhibition above about 16%, passing the limit was not always enough;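 note: cells stimulated with the agonist NPW; 0% = agonist with vehicle and 100% = vehicle without agonist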
# Target sequence (P48145 whole entry, looked up): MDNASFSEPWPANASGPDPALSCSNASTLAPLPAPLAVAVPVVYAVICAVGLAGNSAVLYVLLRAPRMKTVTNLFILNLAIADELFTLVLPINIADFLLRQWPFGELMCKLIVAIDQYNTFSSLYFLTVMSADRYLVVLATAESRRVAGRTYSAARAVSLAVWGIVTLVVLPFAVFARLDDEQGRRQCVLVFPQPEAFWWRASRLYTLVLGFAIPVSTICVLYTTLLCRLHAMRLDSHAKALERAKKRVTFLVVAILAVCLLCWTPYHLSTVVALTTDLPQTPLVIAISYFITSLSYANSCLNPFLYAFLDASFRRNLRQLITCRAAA
# The depositor's hits bear a star; · = not tested or not shown; [ ] = dose if it differs, or a comment.
SMILES,M18AAP inhibitor,OXTR agonist,MEKK3 PB1 HTS,PHOSPHO1 block,NALP1 yeast inh,MEKK2 mut-MEK5,MEKK2wt PB1 HTS,DNA FID counter,GPR7 antagonist
O=[N+]([O-])c1cccc(N2Cc3ccccc3C2)c1,-3,-0.7,99,47,12,3,99,1,-18
Cc1c(NP(=O)(c2ccc(Br)cc2)c2ccc(Br)cc2)c(=O)n(-c2ccccc2)n1C,-3,1.7,108,-9,-12,-1,99,-31,4
O=C(Nc1cccnc1)c1cc(-c2cccc(Br)c2)nc2ccccc12,-4,1.1,102,33,16,3,102,-14,-10
O=S(=O)(c1ccccc1Cl)N1CCCC1c1nc(-c2ccccc2Cl)no1 (stereo not given),-11,1.6,101,24,-1,2,99,-12,-6
Nc1cc(=O)[nH]c(SCC(=O)Nc2cc(Cl)ccc2Cl)n1,-2,0.8,87,37,11,-17,90,-2,0
COc1ccccc1NC(=O)CN1CCN(CC(=O)Nc2cc(C)ccc2OC)CC1,-4,·,97,36,8,-2,99,-17,-10
O=C(Cn1nc(C(F)F)cc1C(F)F)N/N=C/c1ccc2c(c1)OCO2,6,-0.3,100,32,9,4,107,-8,-3
CC(C)Cn1c(-c2csc(C(C)C)c2)n[nH]c1=S,3,-2.0,95,-108,-9,-11,79,-20,-14
Cc1cc(NCc2ccccn2)ccc1Br,14,-0.5,100,46,13,1,100,2,1
COc1ccc(-n2c(SCC(=O)NNC(=O)c3ccccc3C)nnc2-c2ccncc2)cc1,-7,0.6,101,22,9,4,105,-24,3
CCN1C(=O)c2ccc(C(=O)NCc3ccco3)cc2C1=O,8,0.0,99,21,31*,6,104,-12,-14
CC(=O)c1cccc(NC(=O)Cn2nc(-c3ccccc3Cl)ccc2=O)c1,-4,3.5,102,-35,-5,6,99,-21,7
COCCN1C(=O)/C(=C/c2ccc(N3CCCC3)cc2C)SC1=S,16,10,59,31,5,-36,20*[inhibitor],-3,14
CC(C)NC(=O)C(=O)Nc1cc2c3c(c1)C(C)C(=O)N3CCC2 (stereo not given),-6,0.4,102,29,9,2,102,-17,-10
Cc1nc2ccc(NC(=O)Cc3cccs3)cc2s1,5,0.5,98,-14,25,-3,99,-2,-3
COc1ccc2c(c1OC)C(=O)N1C2SC[C@H]1C(=O)NCCC(C)C (stereo not given in full),-18,-1.6,107,·,6,6,106,-24,-2
CC(NC(=S)NNS(=O)(=O)c1cccc([N+](=O)[O-])c1)c1ccccc1 (stereo not given),-3,1.0,103,38,-3,7,105,-8,10
COC(=O)NNC(=O)c1ccc(C(C)(C)C)cc1,9,1.2,95,-8,32,-1,99,-2,2
CCC(C)n1c(-c2cc(OC)c(OC)c(OC)c2)nc2nc3ccccc3nc21 (stereo not given),-3,-2.0,·,5,·,·,·,-26,-17
O=C(COC(=O)c1cc(=O)[nH]c2ccccc12)NC1CCCCCCC1,-14,-1.7,99,12,7,-5,98,-20,-6
CCOc1cc(-c2sc(Nc3ccccc3)n[n+]2C)ccc1OC,1,-2.4,99,5,-10,-1,98,-27,-4
Cc1c(C(=O)Nc2ccncc2)sc2nc(-c3ccc(F)cc3)cn12,3,9.4,100,6,·,6,106,3,-8
O=C(Cc1ccc(F)cc1)N1CCN=C1SCc1cccc([N+](=O)[O-])c1,5,0.5,104,11,-13,1,106,2,17
CC1CCN(C(=O)CN(c2ccccc2)S(=O)(=O)N(C)C)CC1,10,0.0,82,1,5,-18,80,-12,21*
Cc1onc(-c2ccccc2)c1C(=O)N/N=C/c1cccs1,-2,1.3,101,47,7,10,99,-15,-9
Cc1ccc(N2C(=O)C(Cl)=C(N3CCN(C)CC3)C2=O)c(C)c1,7,1.2,95,-1,11,5,102,-1,-7
COCc1cc(C)nc(SCc2ccccc2)c1C#N,0,-1.4,107,3,9,2,112,-18,-21
CC(C)C(c1nnnn1C1CCCCC1)N1CCc2ccccc21 (stereo not given),6,-2.0,107,-9,2,5,102,-7,-6
CCNc1nc(N)c(C(=O)c2ccc(Cl)s2)s1,15,-1.6,107,15,10,12,112,9,-15
NC(=O)CC[C@@H]1NC(=O)C(Cc2ccc(O)cc2)NC(=O)c2cc([N+](=O)[O-])cc(F)c2NCCC[C@@H](C(N)=O)NC1=O (stereo not given in full),0,·,95,-4,13,2,98,-9,1
NS(=O)(=O)c1ccc(NC(=O)COc2ccc(C(=O)c3ccc(F)cc3)cc2)cc1,-1,4.5,116,5,·,6,114,-9,2
CC(=O)N1CCC(C(=O)OCc2ccc(Cl)cc2)(c2ccccc2)CC1,2,1.9,99,40,18,-2,96,-42,4
CN(C)C(CNC(=O)c1ccc(S(=O)(=O)NCc2ccco2)cc1)c1ccccc1 (stereo not given),-11,-0.7,102,-3,17,4,111,1,5
O=C(Nc1ccnn1C1CCN(C(=O)Cc2ccccc2F)CC1)C1CC1,-4,-1.2,97,53,4,0,101,-10,0
CCOC(=O)C1C(=O)OC2(CCOC(C)(C)C2)C1C(=O)OCC (stereo not given),-4,3.0,96,-16,-13,0,97,-1,3
COC(C[C@@H](O)[C@@H](C)[C@@H](O)COCc1ccccc1)OC,·,·,95,48,·,3,97,·,·

# Of the compounds above, two have a furan ring, fused or not.
SMILES,M18AAP inhibitor,OXTR agonist,MEKK3 PB1 HTS,PHOSPHO1 block,NALP1 yeast inh,MEKK2 mut-MEK5,MEKK2wt PB1 HTS,DNA FID counter,GPR7 antagonist
CCN1C(=O)c2ccc(C(=O)NCc3ccco3)cc2C1=O,8,0.0,99,21,31*,6,104,-12,-14
CN(C)C(CNC(=O)c1ccc(S(=O)(=O)NCc2ccco2)cc1)c1ccccc1 (stereo not given),-11,-0.7,102,-3,17,4,111,1,5

# Carrying on:
SMILES,M18AAP inhibitor,OXTR agonist,MEKK3 PB1 HTS,PHOSPHO1 block,NALP1 yeast inh,MEKK2 mut-MEK5,MEKK2wt PB1 HTS,DNA FID counter,GPR7 antagonist
COc1ccc(N2CCN(CCCNC(=O)Nc3ccccc3)CC2)cc1,-4,2.7,113,5,42,10,125,18,3
OC(CNCCc1ccc(Cl)cc1)COc1cc(Cl)ccc1Cl (stereo not given),-10,1.7,107,·,26,26*,122,12,-8
Cc1ccc2c(c1)C(c1ccccc1)CC(=O)O2 (stereo not given),6,-3.0,101,-13,-18,3,104,-7,-12
CCSc1nnc(-c2ccc(S(=O)(=O)N3CCOCC3)cc2)n1CC1CCCO1 (stereo not given),0,1.9,102,33,12,4,101,-19,1
OC(C#CCN1CCOCC1)(c1ccccc1)C1CCCCC1 (stereo not given),4,2.6,100,4,9,0,102,-27,-4
O=C(/C=C/c1ccc(Cl)cc1)NC(=S)Nc1ccc(CN2CCOCC2)cc1,-1,0.8,84,8,26,-6,91,-7,14
O=C(O)c1ccccc1-c1ccccc1C(=O)NCc1ccccc1Cl,-4,1.3,105,29,4,16,111,-6,-8
CCOc1cccc(N2C(=O)CC(n3cnc4ccccc43)C2=O)c1 (stereo not given),-16,8.6,108,-27,-2,5,112,-7,-3
COc1cc(C(=S)N2CCOCC2)ccc1O,5,1.6,102,4,-13,-8,89,5,5
CSc1scc2c1-c1nc(SCC(=O)C(C)(C)C)ncc1CC2,-1,-1.9,66*[inhibitor],16,8,-34,68,-22,-16
COC(=O)C(C)N=Cc1ccccc1 (stereo not given),0,0.3,109,53,-36,-1,107,0,-10
CC(=O)c1c(C)[nH]c(=S)c(C#N)c1-c1ccc(F)cc1,17,1.5,98,50,-3,3,93,-4,-13
N#Cc1ccc(CN2C(=O)NC3(CCCCCC3)C2=O)cc1,-7,0.5,100,4,11,4,96,-9,0
COc1ccc(C(=O)N2CCc3[nH]nc(-c4ccccc4)c3C2)cc1,7,-1.1,100,6,0,4,97,-26,18
Cc1c(C(=O)O)nn(-c2ccccc2)c(=O)c1C#N,2,0.3,107,24,-4,6,109,3,-11
O=C(O)C(Cc1ccccc1)NS(=O)(=O)c1ccc2c(c1)OCCO2 (stereo not given),3,-0.2,100,29,-4,5,103,0,5
CC1=C(C#N)C(=O)OC(C)(C)C1,-1,4.0,98,-1,18,0,101,-4,-22
Cc1cc(C)n(-c2c(F)c(F)c(CN3CCCCC3)c(F)c2F)n1,-2,0.1,101,-3,12,2,106,-1,-5
CC(=O)c1cc(-c2ccccc2)n(CCC(=O)NCc2cccs2)c1C,9,1.0,105,-7,0,4,105,-29,26
O=C(CNC(=O)c1ccccc1)N/N=C/c1ccccc1Cl,-1,-1.2,129*,-32,25,1,112,5,-1
O=C1CCCC(O)=C1C(C#Cc1ccccc1)C1=C(O)CCCC1=O,9,-0.4,102,28,2,-1,93,-6,-8
O=C(NCCc1ccccn1)c1nc(Cn2cc(Br)cn2)no1,1,0.2,104,39,10,-2,99,-11,16
O=C(COC(=O)c1ccc[n+]([O-])c1)Nc1c(Br)cc([N+](=O)[O-])cc1Br,-3,-1.0,100,2,7,-1,97,0,-11

# Molecules listed so far that have an NH in an aromatic ring, in the order listed:
SMILES,M18AAP inhibitor,OXTR agonist,MEKK3 PB1 HTS,PHOSPHO1 block,NALP1 yeast inh,MEKK2 mut-MEK5,MEKK2wt PB1 HTS,DNA FID counter,GPR7 antagonist
Nc1cc(=O)[nH]c(SCC(=O)Nc2cc(Cl)ccc2Cl)n1,-2,0.8,87,37,11,-17,90,-2,0
CC(C)Cn1c(-c2csc(C(C)C)c2)n[nH]c1=S,3,-2.0,95,-108,-9,-11,79,-20,-14
O=C(COC(=O)c1cc(=O)[nH]c2ccccc12)NC1CCCCCCC1,-14,-1.7,99,12,7,-5,98,-20,-6
CC(=O)c1c(C)[nH]c(=S)c(C#N)c1-c1ccc(F)cc1,17,1.5,98,50,-3,3,93,-4,-13
COc1ccc(C(=O)N2CCc3[nH]nc(-c4ccccc4)c3C2)cc1,7,-1.1,100,6,0,4,97,-26,18

# Assay outcomes deposited in PubChem by several laboratories.
